Bioassay records deposited in PubChem by several laboratories.
GC-A act: GC-A (human) enzyme activation. activation, % at 10 µM. HEK293 GC-A cells, cGMP TR-FRET, EC30 ANP; 0% at EC30 ANP, 100% saturating ANP. P16066. actives 0.14% (n = 370,000); in the data active = activation above about 40%
ssDAF-12 act: activators of S. stercoralis DAF-12 nuclear receptor; HEK293 ssDAF-12/GRIP1 lit1-tk-luc reporter, luminescence; % of 3 µM dafachronic acid response; activation, % at 6.8 µM; actives 1% (n = 370,000);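 active = activation above the mean over all tested compounds plus 3 SD, cut at about 0.9% in these data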;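 also: 0% = DMSO-only wells and 100% = 3 µM delta7-dafachronic acid wells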
ADAM10 inh: inhibitors of human ADAM10; recombinant ADAM10, EDANS/DABCYL FRET peptide cleavage, 3 h; inhibition, % at 7 µM; actives 0.62% (n = 370,000); AID 720582;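 active = inhibition above a per-campaign cutoff equal to the mean of compounds falling between control-based bounds plus 3 SD, cut at about 20% in these data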;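 also: 0% = DMSO wells while the 100% control is not disclosed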
GAA850 FXN act: increases GAA850 frataxin promoter reporter activity. activation, % at 6 µM. actives 0.56% (n = 360,000). HEK293 lucGAA850 FXN promoter luciferase reporter, 24 h; percent of 10 µM SAHA response;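 active = activation above the average of all compounds screened plus 3 SD, cutoff fixed separately per campaign, cut at about 7.5% in these data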;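 also: 0% = DMSO wells and 100% = 10 µM SAHA wells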
hcDAF-12 act: H. contortus DAF-12 activation, primary screen. HEK293 hcDAF-12 lit1-tk-luc reporter, luminescence; 0% DMSO, 100% Δ7-dafachronic acid. activation, % at 6.8 µM. AID 652067. actives 1.4% (n = 370,000);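 active = activation above the mean of all tested compounds plus 3 SD, cut at about 5.5% in these data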;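 also: 100% = response to 3 µM Δ7-dafachronic acid high control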
DAX1 inh-1: inhibitors of human orphan nuclear receptor DAX1 (NR0B1). AID 504766. actives 0.99% (n = 340,000). inhibition, % at 6.75 µM. HEK293 Gal4-DAX1 luciferase reporter, luminescence;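 active = inhibition above the mean over all tested compounds plus 3 SD, cut at about 4.2% in these data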;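 also: 0% = DAX1-transfected cells with DMSO and 100% = empty-vector control cells with DMSO; inhibition shows as a rise in luminescence from relieved DAX1 repression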
Target sequence (P51843 207-470 limits assumed): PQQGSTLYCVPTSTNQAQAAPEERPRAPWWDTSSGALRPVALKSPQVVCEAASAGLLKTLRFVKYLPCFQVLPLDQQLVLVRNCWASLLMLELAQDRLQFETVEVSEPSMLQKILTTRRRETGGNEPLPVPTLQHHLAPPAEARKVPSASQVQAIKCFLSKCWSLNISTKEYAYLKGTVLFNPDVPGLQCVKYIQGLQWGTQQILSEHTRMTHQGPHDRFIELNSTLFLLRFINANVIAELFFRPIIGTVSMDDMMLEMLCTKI
SMARCA2 activ: increases SMARCA2 function in MMTV reporter cells | activation, % at 9.1 µM | MG213 cells, MMTV-luciferase reporter, dexamethasone, overnight | actives 1% (n = 370,000); in the data active = activation above about 7.8%;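 also: 0% = vehicle wells and 100% = reference activator wells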
DAX1 inh-2: inhibitors of DAX1 repression of SF-1 activated StAR promoter; HEK293T StAR-luciferase reporter, SF-1/DAX-1 repression relief; inhibition, % at 6.8 µM; actives 1.1% (n = 370,000); AID 652010;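 active = inhibition above the mean over all tested compounds plus 3 SD, cut at about 3.6% in these data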;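 also: 0% = DAX-1 cells with DMSO and 100% = cells lacking DAX-1 with DMSO; higher inhibition means more luminescence from relief of DAX-1 repression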
PG9 binder: PG9 antibody binding by small molecule; TR-FRET gp120-PG9 antibody binding; inhibition, % at 6.7 µM; actives 0.43% (n = 360,000); in the data active = inhibition above about 8.5%
ADAM17 inh: inhibitors of human ADAM17; actives 0.83% (n = 370,000); AID 720648; inhibition, % at 6.95 µM; recombinant ADAM17, EDANS/DABCYL FRET peptide cleavage; P78536;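 active = inhibition above the mean of compounds lying between control limits plus 3 SD, set per campaign, cut at about 8.5% in these data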;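 also: 0% = DMSO-only wells as the low control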
Target sequence (P78536 215-824 limits assumed): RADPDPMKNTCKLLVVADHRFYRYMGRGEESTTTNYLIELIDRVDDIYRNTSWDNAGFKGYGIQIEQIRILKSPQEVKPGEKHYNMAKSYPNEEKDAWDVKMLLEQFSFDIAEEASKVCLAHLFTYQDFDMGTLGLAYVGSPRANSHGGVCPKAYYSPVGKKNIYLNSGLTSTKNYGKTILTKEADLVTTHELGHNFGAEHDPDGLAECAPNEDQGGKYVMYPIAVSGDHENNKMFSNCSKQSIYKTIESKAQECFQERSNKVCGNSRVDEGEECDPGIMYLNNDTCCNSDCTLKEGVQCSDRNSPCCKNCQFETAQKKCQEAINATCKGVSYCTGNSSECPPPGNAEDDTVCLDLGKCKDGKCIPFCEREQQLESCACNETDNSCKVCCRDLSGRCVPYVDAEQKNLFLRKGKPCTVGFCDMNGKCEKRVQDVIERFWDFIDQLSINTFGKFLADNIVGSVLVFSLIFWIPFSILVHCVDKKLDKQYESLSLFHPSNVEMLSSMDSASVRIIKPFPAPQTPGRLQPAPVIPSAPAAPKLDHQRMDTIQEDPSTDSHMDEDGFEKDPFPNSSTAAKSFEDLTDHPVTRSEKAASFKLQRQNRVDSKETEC
hgDAF12 agonist: agonists of H. glycines DAF-12 nuclear receptor. HEK293 GAL4-hgDAF12 UAS-luciferase reporter, agonist luminescence; normalized to butyrate control. activation, % at 6.8 µM. actives 1.8% (n = 370,000). AID 687014;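 active = activation above a cutoff set at the mean of all screened compounds plus 3 SD, cut at about 10% in these data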;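 also: 0% = DMSO wells and 100% = sodium butyrate wells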
Numbers without * were called inactive; i = inactive; x = not tested or not shown. Hits appear at their usual frequency; about 6.8% have a hit in one of these screens.

SMILES	GC-A act	ssDAF-12 act	ADAM10 inh	GAA850 FXN act	hcDAF-12 act	DAX1 inh-1	SMARCA2 activ	DAX1 inh-2	PG9 binder	ADAM17 inh	hgDAF12 agonist
CC1(C)CC(=O)C=C(C(=O)N2CCCC(C(=O)c3cccc(Cl)c3)C2)O1 (stereo not drawn)	18	-1.4	-5	-0.9	-1.4	-0.6	-2	0.0	-1.5	-2	-1.6
O=C(c1ccccc1F)N1CCCc2ccccc21	0	-1.4	-3	0.9	-1.0	1.4	3	-0.9	-1.0	-3	0.9
CC(C)[n+]1ccn(C2=C([O-])c3ccccc3C(=O)/C2=N\S(=O)(=O)c2ccccc2)c1	0	-1.5	2	1.2	-0.1	-0.2	0	-1.1	-4.9	1	-3.9
C/C(=N\NC(=O)c1cccnc1)c1ccccc1	4	-0.7	-4	0.7	-1.9	0.8	0	-0.2	2.2	-3	1.8
CCCC(=O)Nc1ccc(NC(=O)C2CC2)cn1	1	-0.6	-3	0.2	-0.2	1.4	0	-0.4	-0.6	-5	1.2
Cc1ccccc1S(=O)(=O)c1cc2ccccc2nc1N	-8	-1.8	i	0.1	-0.4	-1.1	-2	-0.6	-0.2	-202	0.1
O=C(CCNS(=O)(=O)c1ccc(Br)cc1)NC1CCN(Cc2ccccc2)CC1	1	-1.6	-4	0.2	-1.6	-0.1	-2	-1.9	-1.3	-2	-1.7
COc1ccc(OC)c(C2=NO[C@@H]3C(=O)N(c4cc(Cl)ccc4OC)C(=O)[C@H]23)c1	-4	-0.7	-20	1.6	0.2	1.3	-1	1.3	-0.8	-29	1.4
O=C(Nc1nnc(C2CC2)s1)C1Cc2ccccc2CN1S(=O)(=O)c1cccs1 (stereo not drawn)	2	-1.2	5	-1.1	-0.7	-0.8	1	1.3	-2.3	1	-0.4
Cc1nn(-c2ccc(F)cc2)c(Cl)c1/C=C/C(=O)OCC(=O)Nc1c(F)c(F)c(F)c(F)c1F	0	-1.0	0	2.9	-1.6	3.5	0	-0.6	1.5	-3	-0.8
COc1ccc(S(=O)(=O)N(C)C)cc1NC(=O)Cc1c[nH]c2ccccc12	2	-0.3	-6	1.5	4.5	-0.4	-4	0.0	-1.2	-1	0.7
OCCN1CCN(c2cc(-c3ccc4ccccc4c3)nc3ccnn23)CC1	-2	-1.1	-161	-0.8	1.3	x	-3	0.1	-0.4	-43	-0.4
N#CC(c1ccc(Cl)cc1)c1ccc(Cl)nn1 (stereo not drawn)	-1	-1.6	7	-0.1	0.0	0.8	-4	0.2	0.4	4	0.2
CCOC(=O)C1=C(C)N(C)C(C)=C(C(=O)OCC)C1c1cccnc1	-4	-1.2	-1	0.9	-3.3	-0.2	-3	-0.5	-0.1	-2	1.3
CCOc1ccc2nc(SCCNS(=O)(=O)c3ccccc3)sc2c1	2	-1.4	8	-0.1	-1.0	-1.4	-2	-0.7	-0.1	8	-0.3
CC1=C(C(=O)N(C)C)CC(CC(=O)NCCCN(C)C)C(=O)N1Cc1ccccc1 (stereo not drawn)	2	-0.3	-4	-1.5	-2.0	1.2	-3	-0.1	0.8	-3	0.4
O=C(NNC(=S)Nc1ccc(Cl)c(Cl)c1)c1cccc([N+](=O)[O-])c1	0	-1.3	13	0.5	-1.0	x	1	-0.5	2.4	6	1.4
CCCSc1ccc([C@@H]2[C@H]3C(=O)N(CC)C(=O)[C@H]3[C@]3(C(=O)OC)CCCCN23)cc1	0	-1.8	16	0.0	-0.9	0.7	0	-0.8	1.7	2	-0.7
COc1ccc(C2C=C(c3ccc(Br)cc3)Nc3nc(N4C(=O)CCC4=O)nn32)cc1 (stereo not drawn)	5	-0.9	-178	0.4	-1.1	-0.7	-1	-0.2	-1.0	-46	0.2
COCCNC(=O)C(C)N(c1ccc(Oc2ccccc2)cc1)S(C)(=O)=O (stereo not drawn)	2	-0.9	6	-2.3	-2.8	0.9	1	-0.5	-2.7	-3	2.6
CC(C)CCNc1c(-c2cccs2)nc2ccccn12	5	-1.1	i	4.3	1.1	-0.1	4	-0.2	-6.9	-255	7.8
CCN(c1ccc(NC(=O)COC(=O)CCC(=O)c2ccc(F)cc2)cc1)C(C)C	-1	-1.1	18	-1.4	0.1	-0.2	-2	-0.7	-1.5	6	5.0
COc1cccc(CNC(=O)CCC2CCCN(C/C=C/c3ccccc3OC)C2)c1 (stereo not drawn)	-4	-1.8	6	1.0	-1.8	-1.2	2	0.0	-0.8	-1	2.1
Cc1ccccc1NC(=O)NNC(=O)OC(C)(C)C	6	-1.4	1	0.9	-1.4	-1.1	-2	0.9	-1.1	-4	-0.3
CCCCN1C(=O)Nc2ccccc2S1=O (stereo not drawn)	0	-0.1	-5	1.3	1.6	0.2	-1	-0.2	2.6	0	1.4
Oc1ccc(N2CCN(c3nc(-c4cccs4)nc4ccccc34)CC2)cc1	-2	-1.3	16	-0.2	-1.7	-2.4	-2	-1.5	5.0	7	-3.9
Cc1ccccc1C(=O)NC1CCN(CC(=O)Nc2ccc(Br)cc2)CC1	5	-1.5	4	0.5	-0.1	1.3	-2	-0.9	0.5	-3	1.9
O=C(Oc1cc2oc(=O)c3c(c2cc1Cl)CCCC3)c1cccs1	1	-1.5	i	-2.3	-1.2	1.0	0	-0.3	1.4	i	1.1
CC(C)N(CCCNC(=O)Cn1c(=O)c2cccn2c2ccc(F)cc21)Cc1ccccc1	-25	-1.6	-8	-0.2	1.3	0.4	2	-0.4	0.4	-5	0.3
Cc1cc(Cl)c(S(=O)(=O)Nc2ccccn2)cc1OCC(N)=O	3	-0.9	-9	2.5	-0.8	0.3	-2	0.1	0.6	0	2.0

2 entries from above, as comma-separated lines.
canonical_smiles,GC-A act,ssDAF-12 act,ADAM10 inh,GAA850 FXN act,hcDAF-12 act,DAX1 inh-1,SMARCA2 activ,DAX1 inh-2,PG9 binder,ADAM17 inh,hgDAF12 agonist
CC(C)CCNc1c(-c2cccs2)nc2ccccn12,5,-1.1,i,4.3,1.1,-0.1,4,-0.2,-6.9,-255,7.8
CC(C)N(CCCNC(=O)Cn1c(=O)c2cccn2c2ccc(F)cc21)Cc1ccccc1,-25,-1.6,-8,-0.2,1.3,0.4,2,-0.4,0.4,-5,0.3

More records:
SMILES	GC-A act	ssDAF-12 act	ADAM10 inh	GAA850 FXN act	hcDAF-12 act	DAX1 inh-1	SMARCA2 activ	DAX1 inh-2	PG9 binder	ADAM17 inh	hgDAF12 agonist
COC(=O)c1ccc(OS(=O)(=O)c2ccc(NC(C)=O)cc2)cc1	3	-1.4	6	-0.7	1.5	-1.7	-3	-1.6	-2.1	3	-4.5
CN(C)S(=O)(=O)c1ccc2c(c1)nc(CCC(=O)NCC(=O)Nc1ccc(F)c(F)c1F)n2C	3	-0.8	2	-2.5	-0.2	0.3	5	0.1	-1.7	0	-0.4
Cc1ccc(NC2CCCN(C(=O)c3cc(C(C)C)nn3C)C2)cc1C (stereo not drawn)	-1	-1.3	12	-0.7	-0.2	0.9	1	-0.5	0.1	5	-0.1
CCOC(=O)N1CCC(NC(=O)CCC(=O)N2CCOc3ccc(Cl)cc32)CC1	-5	-2.1	-3	2.0	-1.6	0.2	-2	-0.1	-0.4	0	0.9
O=C(Nc1cccc(O)c1)c1cc(-c2ccccc2Cl)on1	4	-1.0	9	-1.4	1.5	-3.4	-2	0.2	0.0	1	-0.6
CCOC(=O)N(NC(=O)C(O)(CC(C)C)CC(C)C)c1ccccc1	-1	-1.8	0	1.2	-0.7	0.2	0	-0.5	1.4	-4	-2.8
CSCc1c(C(=O)OCC(=O)NC2CCCCC2)oc2ccccc12	1	-1.1	-16	2.0	-0.6	0.6	-4	-1.6	0.0	-1	-0.8
COc1ccc(CN(C)C(=O)c2ccc3c(=O)n4c(nc3c2)CCC4)cc1	-2	-1.2	-10	1.1	-3.6	0.1	8.2*	-1.2	-1.4	-2	-1.3
Nc1c(N(Cc2ccco2)C(=O)c2cccc(Cl)c2)c(=O)[nH]c(=O)n1Cc1ccccc1	0	0.4	-11	0.0	1.1	-0.4	-2	-0.7	0.5	-2	-0.9
Cc1noc(C)c1S(=O)(=O)N1CCC(C(=O)NC2CCN(Cc3ccccc3)CC2)CC1	5	-2.3	1	-3.1	-2.5	-1.2	-5	-1.8	0.7	7	-6.2
O=c1[nH]ncc(N2CCCC2)c1Cl	6	-0.7	4	1.6	0.6	-0.1	2	0.2	0.7	0	6.5
COCCCN1C(=O)C(CC(=O)NCCCN(C)C)CC(C(=O)N2CCCCCC2)=C1C (stereo not drawn)	0	-0.6	3	x	0.4	x	-3	0.2	0.3	-1	4.1
CC(C)c1cc(C(=O)N2CCCC(N3CCN(c4ccc(F)cc4)CC3)C2)n(C)n1 (stereo not drawn)	2	-1.4	-2	0.2	-3.7	-0.7	-3	-0.9	0.0	-5	-3.9
CC(C#N)(NC(=O)CN1CCN(S(=O)(=O)c2cccc(F)c2)CC1)C1CC1 (stereo not drawn)	-1	-1.2	-5	-0.2	0.2	1.3	1	0.6	-0.7	0	-3.8
COc1ccc(NC(=O)CCCn2cc([N+](=O)[O-])cn2)cc1	2	-1.0	-3	-1.7	-0.1	1.0	0	-0.2	2.0	-3	2.2
CCOC(=O)C1=C(C)NC(=O)C1CC(=O)O (stereo not drawn)	0	-1.4	4	4.5	1.1	0.4	-2	0.5	-1.0	1	1.1
CN(CC(O)COCc1ccc2c(c1)OCO2)C1CCCCC1 (stereo not drawn)	-2	-1.6	-2	1.0	0.3	-0.6	-3	0.2	-1.3	0	2.9
O=C(c1ccc(Br)o1)N1CCC(Cc2ccccc2)CC1	1	-0.9	7	0.9	-1.6	-0.7	-2	-1.3	-1.2	-3	0.9
C#CCN1C(=O)[C@]2(NCCc3c2[nH]c2ccc(OC)cc32)c2cc(F)ccc21	-3	-0.7	0	x	-1.8	x	0	-0.8	x	-5	2.5
COc1cc2c(cc1OC)CC1(CCCCC1)N=C2	-2	-0.5	i	2.2	-0.5	-0.3	-6	0.1	-0.2	-320	0.8
O=C(C1CC1)N1CCc2sccc2C1c1ccc(Cl)cc1 (stereo not drawn)	-12	-1.1	3	1.9	-0.9	0.1	0	-0.3	-0.1	2	-1.3
CCOC(=O)N1CCC(=NNC(N)=O)C1	1	-0.8	-10	-0.2	1.9	0.5	1	-0.1	0.6	-7	-1.0
Cc1cc(Cl)c2oc(C(=O)N3CCCCC3CCN3CCCC3=O)c(C)c2c1 (stereo not drawn)	-5	-1.4	0	4.6	-3.8	-0.3	3	-2.5	-2.3	1	-2.1
O=C(O)Cc1csc(Nc2cccc(Cl)c2)n1	1	-0.2	6	6.2	-1.5	0.5	3	-0.3	-1.8	2	1.8
COCCNC(=O)c1cccc(OC2CCN(Cc3cccc(C(C)=O)c3)CC2)c1	3	-0.7	5	1.0	-0.9	0.1	0	-1.6	0.5	-1	-2.3
CC1CN(C(=O)c2cccc(S(=O)(=O)N3CCOCC3)c2)CC(C)O1 (stereo not drawn)	0	-1.3	-1	1.2	0.9	1.4	-2	0.6	0.9	0	-0.2
COc1cccc(OCc2nnc(SC)n2C)c1	2	-1.7	-5	1.3	-0.3	0.3	-4	-0.9	-0.3	0	0.4
O=C(CN1CCCc2ccccc21)N/N=C/c1ccc(F)cc1F	6	0.3	-5	1.8	0.9	1.0	-1	-0.2	-0.3	-3	-2.7
